HTRA1 inh: HTRA1 serine protease inhibitors, primary screen, biochemical, fluorescence polarization, HTS. recombinant HTRA1, FP-rhodamine activity-based probe. inhibition, % at 5.96 µM. 340,000 compounds, 0.5% hits. AID 504803, 2011; in the data active = inhibition above about 36%;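 note: 0% = enzyme with DMSO and 100% = wells lacking enzyme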
PG9 Ab binder: binders of HIV-1 gp120 antibody PG9, primary screen, biochemical, TR-FRET | HIV-1 gp120 / PG9 antibody interaction | 360,000 compounds, 0.43% hits | inhibition, % at 6.7 µM | TR-FRET gp120-PG9 antibody binding; in the data active = inhibition above about 8.5%
TDP2 absorb: human TDP2 enzyme inhibitors, primary screen, biochemical, epi absorbance, recombinant enzyme; Tyrosyl-DNA phosphodiesterase 2 (Homo sapiens), O95551; T5PNP hydrolysis, p-nitrophenol absorbance 415 nm; inhibition, % at 12.8 µM; 370,000 compounds, 0.34% hits; AID 720702, 2013;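 active = inhibition above the mean of all tested compounds plus 3 SD, set per campaign, cut at about 25% in these data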;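 note: 0% = DMSO with enzyme and 100% = buffer with substrate but no TDP2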
Target sequence (O95551 whole entry, looked up): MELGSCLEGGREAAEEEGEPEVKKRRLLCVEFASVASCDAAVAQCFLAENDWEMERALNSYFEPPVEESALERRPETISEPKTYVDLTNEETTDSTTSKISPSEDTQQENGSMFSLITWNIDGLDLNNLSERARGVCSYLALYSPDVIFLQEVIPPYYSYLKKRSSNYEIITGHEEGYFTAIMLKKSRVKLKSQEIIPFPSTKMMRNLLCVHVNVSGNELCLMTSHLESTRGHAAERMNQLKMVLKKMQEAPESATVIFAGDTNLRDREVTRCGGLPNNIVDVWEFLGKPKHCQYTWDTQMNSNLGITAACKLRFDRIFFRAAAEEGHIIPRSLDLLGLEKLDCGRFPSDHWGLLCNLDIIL
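Test system: Human TDP2 enzyme | Reagent: 5 mM T5PNP | Compound dosing: 12.8 µM single point, 1% DMSO | Incubation: Enzyme reaction with compound for 2 h at 37 °C | Technique: p-Nitrophenol epi absorbance | Read-out: % inhibition relative to enzyme-containing and enzyme-free wells | Benchmarks: High control without enzyme, low control DMSO plus TDP2 | Replicates: Singlicate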
LEDGF integ inh: blockers of LEDGF/p75-dependent integrase strand transfer – biochemical, TR-FRET, high throughput, primary screen; HIV-1 integrase (with human LEDGF/p75); TR-FRET IN-LEDGF/p75 DNA integration, Eu/Cy5; inhibition, % at 3.7 µM; 370,000 compounds, 0.64% hits;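 active = inhibition above the screen-wide mean plus 3 SD, cut at about 13% in these data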;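 note: signal is the Cy5 over europium emission ratio at 671 and 618 nm; 0% = plate median of compound wells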
ABHD4 inh: ABHD4 inhibitors, primary screen, biochemical, fluorescence polarization, mouse | purified mABHD4, FP-Rh probe fluorescence polarization | inhibition, % at 8.92 µM | 370,000 compounds, 0.54% hits;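 active = inhibition exceeding the mean over every tested compound plus 3 SD, cut at about 30% in these data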;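 note: 0% = plate median of compound wells and 100% = S159A mutant with DMSO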
Target sequence (Q8VD66 whole entry, looked up): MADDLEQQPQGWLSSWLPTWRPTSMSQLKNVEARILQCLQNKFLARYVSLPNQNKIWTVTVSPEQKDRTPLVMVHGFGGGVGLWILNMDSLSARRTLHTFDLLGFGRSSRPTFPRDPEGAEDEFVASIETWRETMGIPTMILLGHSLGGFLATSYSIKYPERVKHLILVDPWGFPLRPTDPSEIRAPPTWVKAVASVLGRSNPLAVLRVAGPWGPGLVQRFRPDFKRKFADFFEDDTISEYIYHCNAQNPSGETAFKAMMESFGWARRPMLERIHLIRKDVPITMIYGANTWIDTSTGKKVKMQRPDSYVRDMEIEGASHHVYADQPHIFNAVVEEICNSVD
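Doses – 8.92 µM, single dose · Material – wild-type mouse ABHD4 protein · Replication – single well per compound (singlicate) · Measure – percent inhibition of probe binding, normalized to plate controls · Schedule – 45 min compound pre-incubation plus 60 min probe step, 25 °C · Detection – fluorescence polarization with parallel and perpendicular emission, 525/598 nm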
Rev-erbA mod: modulators of Rev-erb alpha DNA binding, primary screen, biochemical, FITC-DNA, fluorescence polarization, uHTS | Rev-erbα–FITC-DNA binding, 90 min | 370,000 compounds, 0.79% hits | Nuclear receptor subfamily 1 group D member 1 (Homo sapiens), P20393 | activity, % at 10 µM | AID 1259318, 2017;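 active = activity above about 14%, limit read from the data; passing the limit was not always enough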;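 note: 0% = DMSO wells with 35 nM protein and 100% = DMSO wells with 750 nM protein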
PRMT1 inh: PRMT1 methyltransferase inhibitors, primary screen, biochemical, fluorescence polarization; recombinant PRMT1, activity-based probe fluorescence polarization; inhibition, % at 2.79 µM; 370,000 compounds, 1.3% hits; AID 652257, 2013;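 active = inhibition above about 21% made by adding two undisclosed values, limit read from the data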
Target sequence (Q99873 whole entry, looked up): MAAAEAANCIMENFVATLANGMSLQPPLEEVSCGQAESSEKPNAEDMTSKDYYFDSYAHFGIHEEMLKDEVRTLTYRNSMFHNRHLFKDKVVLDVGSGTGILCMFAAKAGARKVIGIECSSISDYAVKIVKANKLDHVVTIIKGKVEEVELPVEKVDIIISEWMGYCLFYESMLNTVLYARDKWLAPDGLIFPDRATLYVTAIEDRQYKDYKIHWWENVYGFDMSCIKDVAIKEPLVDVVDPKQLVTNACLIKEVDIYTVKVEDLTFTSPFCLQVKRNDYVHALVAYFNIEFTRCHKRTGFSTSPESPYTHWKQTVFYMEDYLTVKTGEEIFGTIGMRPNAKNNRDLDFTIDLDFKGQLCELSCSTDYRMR
TCR-CD3 inh: inhibitors of human TCR-CD3 interaction, primary screen, biochemical, fluorescence, TAMRA-labeled TCR probe. T-cell receptor (TCR). inhibition, % at 9.4 µM. 360,000 compounds, 0.37% hits. AID 651800, 2012; in the data active = inhibition above about 19%;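 note: recombinant mutant TCR 2C K166C tagged with TAMRA read by polarization; 0% = receptor in buffer alone and 100% = receptor with positive control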
SIAE inh: human SIAE inhibitors, primary screen, biochemical, fluorescence polarization, FP-Rh probe, 1536-well HTS | 370,000 compounds, 0.69% hits | Sialate O-acetylesterase (Homo sapiens), Q9HAT2 | SIAE FP-Rh probe binding | AID 1053197, 2014 | inhibition, % at 9.66 µM;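 active = inhibition above a cutoff: mean of compounds within the control limits plus 3 SD of those, cut at about 17% in these data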;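 note: 0% = plate median of compound wells and 100% = probe without SIAE protein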
rCAG RNA binder: binders of r(CAG) RNA repeats, primary screen, biochemical, fluorescence. r(CAG) RNA repeat, TO-PRO-1 dye displacement fluorescence. inhibition, % at 3 µM. 370,000 compounds, 1.3% hits. AID 651821, 2012;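 active = inhibition above the plate cutoff, the mean of all test compounds on that plate plus 3 SD, cut at about 35% in these data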;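 note: 0% = DMSO alone and 100% = 100 µM mitoxantrone as full dye displacement; higher means more dye released from RNA so lower well fluorescence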
The depositor's hits bear a star; nt = no result given. This is a subset; rates above refer to the full screens.

Preview (2 entries):
SMILES	HTRA1 inh	PG9 Ab binder	TDP2 absorb	LEDGF integ inh	ABHD4 inh	Rev-erbA mod	PRMT1 inh	TCR-CD3 inh	SIAE inh	rCAG RNA binder
Cc1noc(C)c1NC(=O)N(C)C[C@H]1Oc2ccc(NC(=O)C3CCCCC3)cc2C(=O)N([C@H](C)CO)C[C@@H]1C	-2	-0.6	2	-1	5	-1	2	1	3	-8
CC(=O)Nc1nnc(SCC(=O)Nc2ccc3c(c2)OCCO3)s1	-6	-1.9	-4	-4	-10	-1	6	-4	-2	-1

The list itself, from the first entry:
SMILES	HTRA1 inh	PG9 Ab binder	TDP2 absorb	LEDGF integ inh	ABHD4 inh	Rev-erbA mod	PRMT1 inh	TCR-CD3 inh	SIAE inh	rCAG RNA binder
Cc1noc(C)c1NC(=O)N(C)C[C@H]1Oc2ccc(NC(=O)C3CCCCC3)cc2C(=O)N([C@H](C)CO)C[C@@H]1C	-2	-0.6	2	-1	5	-1	2	1	3	-8
CC(=O)Nc1nnc(SCC(=O)Nc2ccc3c(c2)OCCO3)s1	-6	-1.9	-4	-4	-10	-1	6	-4	-2	-1
Cc1ccc(NC(=O)CSc2nc(N)c(-c3ccccc3)c(=O)[nH]2)cc1Cl	5	1.4	-5	7	3	-6	-3	6	-3	2
CCOC(=O)/C(C#N)=C/c1ccc(OCC(=O)Nc2ccccc2)c(OC)c1	-3	-0.8	-7	0	2	-14	1	12	-4	-1
O=C(Nn1cnc2ccccc2c1=O)c1ccc(Cl)c([N+](=O)[O-])c1	5	-0.4	-4	1	-17	5	8	0	0	6
S=C1NC2=C(C(c3ccc(Br)cc3)N1)N1CCC2CC1 (configuration not stated)	4	-0.9	1	-1	4	0	4	-6	10	0
Cc1cc(SCCC(=O)O)nc2ccccc12	4	5.2	5	-2	-2	-2	-5	5	-2	1
CC1=NNC(=O)C1CCC(=O)N/N=C(\C)c1ccccc1 (configuration not stated)	-3	-1.6	-3	2	4	-4	-6	5	10	-2
Cc1ccc(NC(=O)COC(=O)Cc2ccccc2)cc1S(=O)(=O)N1CCOCC1	-5	0.1	-5	-2	-4	-4	0	3	-2	7
COc1ccc2nc(C)cc(SCC(=O)NNC(=O)COc3cccc4ccccc34)c2c1	-17	-1.8	-8	-1	-11	3	-4	1	-23	11
O=C(Nc1cccc(-c2cn3cccnc3n2)c1)c1ccc2c(c1)OCO2	-7	-2.0	-9	0	-21	1	8	9	-13	12
O=C(c1cc2c(s1)CCCC2)N1CCN(CCO)CC1	10	0.5	-13	2	4	4	-8	-2	2	0
O=C(OCc1cc(=O)n2c(n1)sc1ccccc12)c1ccc(O)cc1	-29	-1.9	14	3	-14	-16	-1	5	-10	22
CCn1c(=O)cc(SCC(=O)NCCCN2CCC(C)CC2)c2ccccc21	-1	-0.1	4	4	-1	5	-2	4	0	-4
Cc1ccc(NCC(=O)N/N=C/c2c[nH]c3ccccc23)cc1	5	-1.1	1	1	3	2	-1	8	10	13
COc1ccc(CNC(=O)c2c(O)c3ccccc3n(C)c2=O)cc1	-6	-0.5	-11	1	1	6	-3	3	-2	0
Cc1ccc(NC(=O)C(C)N2C(=O)c3ccccc3C2=O)cc1 (configuration not stated)	0	1.5	-5	-2	-12	-1	2	-3	-4	4
COc1cc2c(cc1OC)C(=O)C(c1ccc3c(c1)OCO3)CC2 (configuration not stated)	-2	2.5	-7	-1	0	9	0	0	2	-2
CC(NC(=O)c1c(F)cccc1Cl)c1ccc(-n2ccnc2)cc1 (configuration not stated)	-2	-1.9	12	0	5	-2	2	0	2	0
c1ccc(COc2ncnc3c2ncn3CCCN2CCN(Cc3cccc4ccccc34)CC2)cc1	-26	0.0	-9	4	5	4	3	0	10	7
C#CCOCCOCCOCCNc1nc(N2CCN(C(=O)Cn3cc(CC(C)O)nn3)CC2)nc(N2CCN(C(=O)[C@H]([C@@H](C)CC)n3cc(CCCCN)nn3)CC2)n1 (some centres not stated)	4	-0.7	0	4	2	-6	0	5	0	-7
Cc1ccc(C)c(N(CC(=O)NCCC2=CCCCC2)S(C)(=O)=O)c1	4	1.3	-3	-3	0	-1	0	-1	-1	-3
CCCN=C1CC(C)(C)CC(=O)/C1=C(/O)CCCN1C(=O)c2ccccc2C1=O	-1	0.0	-1	7	-13	1	-1	-1	12	-6
CCOC(=O)N1CCC(NC(=O)Cn2cc3c(n2)CCC(C)C3)CC1 (configuration not stated)	3	-0.1	-6	-3	-1	2	0	-6	-2	-2
O=C(c1ccc(Cl)c([N+](=O)[O-])c1)N1CCN(c2ccccn2)CC1	5	-0.8	-7	2	1	4	-1	4	-6	0
C[C@H]1Cn2nnc(-c3ccccc3)c2Cn2c3ccccc3c(=O)n21	nt	nt	-5	5	-5	0	-1	nt	2	7
COc1ccc(Nc2oc(-c3ccc(Cl)cc3)nc2C#N)cc1	-2	0.1	-5	0	-6	2	2	-3	-6	15
O=C(NC(=S)Nc1ccc(Cl)cc1Cl)C1CC1	-16	-1.4	-5	2	3	8	3	7	-6	-2
COc1ccccc1CNc1nc(Oc2cccc(F)c2)c2sccc2n1	nt	1.1	-5	-3	-3	12	-2	1	-8	4
CCNC(=O)N(CC)C[C@H]1N[C@@](C)(C(=O)OC)[C@H]2C(=O)N(C)C(=O)[C@@H]12	2	-0.1	-12	5	-3	5	-3	0	-5	2
Cc1cc(C)c(OCC(=O)Nc2nnn(C)n2)c(Br)c1	-10	1.6	9	2	7	-5	0	7	-2	-5
COc1ccc(NC(=S)NC(=O)C2CCCCC2)cc1	1	-2.5	3	2	-2	-2	-1	7	-4	-5
Cc1cccc(OCc2nc(-c3ccc(Br)o3)no2)c1	-9	0.0	-6	-1	-3	2	-2	8	-3	-1
COc1cc(C2c3cc4c(cc3OC(N3CCCCC3)C2C)OCO4)cc(OC)c1O (configuration not stated)	-4	-0.5	-15	2	-3	-13	-4	-4	-2	3
Cc1cc(=O)n2nc(N3CCC(C(=O)NCc4ccccc4F)CC3)sc2n1	1	0.9	3	3	5	-1	-1	-6	5	0
COc1ccc(C(=O)N/N=c2\oc3ccccc3cc2C(N)=O)cc1	0	-3.9	-16	6	5	0	-4	-6	-5	0
Cc1ccc(C(c2nnnn2CCc2ccccc2)N2CCSCC2)cc1 (configuration not stated)	-4	-1.3	12	-3	7	5	0	4	4	3
COC(=O)c1ccc(Oc2nc(N(C)C)nc(N3CCOCC3)n2)cc1	-6	-0.4	-4	0	-2	-1	-3	-4	-2	-11
Cc1c(Cc2ccccc2)c(NCCN(C)C)n2c(nc3ccccc32)c1C#N	-6	-0.1	9	-2	1	1	1	-2	5	0
CCC(=O)N(C)C[C@H]1Oc2cc(-c3cccnc3)ccc2S(=O)(=O)N([C@H](C)CO)C[C@H]1C	-4	-1.0	7	-8	-3	-5	1	-1	1	1
O=C(Nc1cccc(CCc2ccccn2)c1)c1cc(F)c(F)cc1Cl	-8	-1.4	13	-3	-5	-3	-2	4	0	-5
CC(=O)C1=NOC(CNc2ncc(C(F)(F)F)cc2Cl)C1 (configuration not stated)	1	-2.2	4	1	3	6	2	-1	1	-4
Fc1ccc(OCCCn2ccnc2)cc1	6	-1.6	-5	3	6	-3	-1	-6	1	-3
COc1ccc(Cl)cc1NC(=O)CN1CCN(Cc2ccccc2)CC1	-11	-0.3	3	-5	2	-5	1	-6	-8	-6
COc1ccc(CCN2CCCC(CN(C)Cc3cccc(OC)c3)C2)cc1 (configuration not stated)	0	1.6	2	0	3	-1	-1	-8	-1	-12
CCOC(=O)c1nn(-c2ccc(OC)cc2)c(=O)c2c(N)scc12	5	-0.7	6	3	2	-1	14	-1	8	8
COc1ccc([C@H]2[C@H](C(=O)OC(C)(C)C)N3N=Cc4ccccc4C3C23C(=O)c2ccccc2C3=O)c(OC)c1 (some centres not stated)	-6	-1.2	-3	3	12	5	12	-4	-2	16
O=C(NCCn1cccn1)c1ccc(OC2CCN(C(=O)C3CC3)CC2)cc1	2	-0.4	4	-3	-1	-3	2	-1	1	-6
CCOC(=O)/C(C#N)=C\C1=C(N2CCCC2)CC(C)(C)OC1	-5	-0.4	-4	0	-1	0	3	-2	2	-9
CC(C)CN(C(=O)CN1CCN(c2cccc(Cl)c2)CC1)c1c(N)n(CC(C)C)c(=O)[nH]c1=O	6	-2.7	-9	0	-6	-4	2	7	-5	0
CCOc1ccc(NC(=O)CSc2nnc(C)n2CC)cc1	-2	-1.4	-9	1	1	0	-1	0	4	0
c1ccc(C(c2ccccc2)N2CCN(Cc3nc(-c4cnccn4)no3)CC2)cc1	2	-0.5	6	-4	-2	-5	-4	-4	-1	-7
CCOc1ccc(NC(C(=O)Nc2cccc(C(C)=O)c2)c2ccccc2)cc1 (configuration not stated)	2	-1.3	-2	1	-13	-9	0	1	9	4
NC(=O)c1ccc(-c2ccccc2F)cc1	5	-1.5	2	1	3	2	0	3	-3	0
CNC(=O)C(=O)NCC(c1cccs1)S(=O)(=O)c1ccc(F)cc1 (configuration not stated)	4	-0.2	-6	4	4	4	1	0	8	0
Cc1noc(C)c1C(=O)NCCc1ccccc1	-3	-1.3	-4	3	-6	-1	2	-4	-2	6
COc1cc(C=O)ccc1OCCCOc1ccccc1C(=O)O	5	-2.1	-3	-5	-4	-6	-2	8	-4	4
Cc1ccc(CNC(=O)CNC(=S)N(Cc2ccccc2)Cc2cccnc2)cc1	-3	0.3	6	-3	10	-1	7	-2	2	-6
C=CCn1cccc(C(=O)Nc2ccc(OC)c(OC)c2)c1=O	nt	1.8	6	-1	4	0	0	-2	1	-5
COc1ccc(CNc2nc3nc(-c4ccccc4)cc(=O)n3[nH]2)cc1OC	6	0.5	33*	-2	5	8	5	2	1	2
O=C(NCc1ccccc1)C(Cc1ccccc1)NS(=O)(=O)c1cccc2nsnc12 (configuration not stated)	-11	0.8	3	-3	4	-1	0	-2	2	-1
Cc1cccc(C)c1NC(=O)CN(C)C(=O)C1CCN(c2ncnc3sc(C)c(C)c23)CC1	-5	-0.6	12	3	-2	4	-2	-1	-4	-2
Cn1c(CSc2nc3ccccc3s2)n[nH]c1=S	7	1.1	2	2	-7	2	-3	5	9	0

As entered above.
Entry for CCOc1ccc(NC(=O)CSc2nnc(C)n2CC)cc1 under LEDGF integ inh: 1
Entry for Cn1c(CSc2nc3ccccc3s2)n[nH]c1=S under PG9 Ab binder: 1.1

Assay outcomes from PubChem BioAssay.
